KCNQ1 act: potentiates or activates the human KCNQ1 potassium channel; AID 2648; actives 0.35% (n = 310,000); P51787; CHO-K1 KCNQ1, thallium flux FluxOR fluorescence; hits give high values; B-score at 10 µM;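 active = fluorescence ratio B-score, a plate-corrected score, at least three library SD, with initial intensity B-score within 5 SD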
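Assay system: CHO-K1 cells stably expressing KCNQ1; Medium: assay buffer with matched DMSO; Also added: K+/Tl+ depolarizing stimulus; Dosing: single dose; Timing: dye 90 min, compound 20 min, room temperature; Measured by: kinetic FluxOR thallium fluorescence, 10-s 1-Hz baseline, 110-s post-stimulus read; Read-out: peak-minus-minimum fluorescence over initial fluorescence, negative-control normalized, B-scored.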
ANO1 block: blocks the mouse calcium-activated chloride channel TMEM16A; Q8BHY3; actives 1.2% (n = 310,000); normalized B-score (activity score, 25-100; higher = stronger inhibition) at 10 µM; HEK293 TMEM16A/YFP iodide influx fluorescence, ionomycin;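 active = ratio plate-corrected score three or more library SD toward inhibition, starting fluorescence score within five deviations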;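 note: score derived from kinetic fluorescence span divided by baseline fluorescence per well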
hERG protect: hERG (human) protection from proarrhythmic block; Q12809; CHO-hERG, FluxOR thallium flux, dofetilide IC70 present; activation (rescue from dofetilide block), less the hit threshold, % at 10 µM; actives 0.51% (n = 310,000); AID 1511;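 active = activation above the mean of controls blocked by dofetilide plus 5 SD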;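 note: thallium influx through hERG after potassium depolarization seen as dye fluorescence rise; in these data hits start at about 4.7%; inactives centre near -7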
Target sequence (Q12809 whole entry, looked up): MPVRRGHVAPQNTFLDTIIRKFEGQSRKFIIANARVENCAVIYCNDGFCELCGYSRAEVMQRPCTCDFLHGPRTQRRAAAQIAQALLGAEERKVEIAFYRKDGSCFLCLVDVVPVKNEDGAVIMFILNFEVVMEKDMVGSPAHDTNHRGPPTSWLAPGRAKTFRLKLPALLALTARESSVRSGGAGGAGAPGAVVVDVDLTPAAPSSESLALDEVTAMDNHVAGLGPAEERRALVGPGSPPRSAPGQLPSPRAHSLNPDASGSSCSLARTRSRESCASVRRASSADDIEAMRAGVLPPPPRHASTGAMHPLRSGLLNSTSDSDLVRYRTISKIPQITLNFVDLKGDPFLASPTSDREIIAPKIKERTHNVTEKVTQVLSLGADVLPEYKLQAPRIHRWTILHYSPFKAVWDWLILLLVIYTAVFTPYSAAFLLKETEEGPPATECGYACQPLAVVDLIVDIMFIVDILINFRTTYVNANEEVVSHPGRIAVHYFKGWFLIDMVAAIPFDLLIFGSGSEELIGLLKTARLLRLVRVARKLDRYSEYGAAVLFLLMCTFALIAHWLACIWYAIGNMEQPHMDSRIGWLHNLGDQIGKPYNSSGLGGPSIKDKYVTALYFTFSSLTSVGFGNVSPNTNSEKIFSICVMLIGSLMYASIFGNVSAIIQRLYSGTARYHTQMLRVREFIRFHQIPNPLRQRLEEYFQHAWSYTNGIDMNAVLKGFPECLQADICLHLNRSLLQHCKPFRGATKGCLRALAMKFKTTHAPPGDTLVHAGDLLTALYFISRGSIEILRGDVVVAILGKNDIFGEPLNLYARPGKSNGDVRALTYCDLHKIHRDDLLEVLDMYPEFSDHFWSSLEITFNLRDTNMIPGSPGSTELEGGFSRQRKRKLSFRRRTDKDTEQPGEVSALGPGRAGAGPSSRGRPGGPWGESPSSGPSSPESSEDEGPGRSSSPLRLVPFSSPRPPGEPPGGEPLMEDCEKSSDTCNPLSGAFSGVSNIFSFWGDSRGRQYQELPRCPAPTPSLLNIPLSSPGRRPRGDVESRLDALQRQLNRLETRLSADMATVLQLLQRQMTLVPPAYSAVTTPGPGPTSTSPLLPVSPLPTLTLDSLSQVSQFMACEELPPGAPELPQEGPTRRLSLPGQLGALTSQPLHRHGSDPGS
RGS4 act: RGS4 potentiation or activation; actives 0.92% (n = 310,000); B-score at 10 µM; AID 463111; HEK293 M3R/inducible RGS4, carbachol calcium flux Fluo4; hits give low values;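 active = B-score of the integrated calcium signal more than 4 SD below the library mean, with starting fluorescence not abnormally high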;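 note: negative B-score means reduced calcium response which marks RGS4 activation or potentiation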
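test system = HEK293 cells with stable M3R and inducible RGS4 | schedule = recording 10 s baseline at 1 Hz, 100 s post-agonist | technique = Fluo4-AM (2 µM) calcium-flux fluorescence, kinetic read | measure = Agonist-evoked peak-minus-minimum fluorescence over baseline, integrated ratio, B score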
KCNQ1 block: inhibitors of human KCNQ1 potassium channel; P51787; CHO-K1 KCNQ1, FluxOR thallium flux fluorescence; hits give high values; B-score at 10 µM; actives 1.3% (n = 310,000);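 active = compounds whose thallium flux B-score, printed positive for inhibition, exceeds three library SD while starting fluorescence stays within three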;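 note: channel opened by potassium depolarization with thallium stimulus after 20 min compound exposure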
TMEM16A act: activators or potentiators of mouse TMEM16A chloride channel. Q8BHY3. HEK293 TMEM16A/YFP-H148Q/I152L, iodide quench fluorescence; hits give low values. B-score at 10 µM. actives 0.3% (n = 340,000). AID 623877;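 active = fluorescence-ratio B-score plate-corrected deviation score at least 3 library SD below zero, with starting fluorescence score within 5 deviations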;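 note: channel opened by trigger with iodide after compound preincubation; score built on the fluorescence ratio of max minus min over baseline; more negative score means more quench and so TMEM16A activation or potentiation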
RGS4 inh: human RGS4 inhibition | actives 0.45% (n = 310,000) | HEK293 M3R/RGS4 inducible, Fluo-4 calcium flux; hits give high values; triggered by carbachol at its EC20 | P49798 | B-score at 10 µM;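 active = B-score, a plate-corrected calcium signal, over three deviations above library mean, with baseline fluorescence within five deviations of library mean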;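 note: RGS4 expression induced by doxycycline in cells with stable M3 receptor; B-score is computed from the integrated fluorescence ratio over baseline after carbachol; higher B-score means a larger calcium signal and so more RGS4 inhibition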
MrgX1 ag: activates human MrgX1 receptor signaling; MrgX1-HEK293 cells, Fluo-4 calcium fluorescence, agonist mode; hits give high values; B-score at 10 µM; actives 0.44% (n = 310,000);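 active = calcium response B-score plate-corrected fluorescence ratio at least 3 library SD, with starting fluorescence B-score inside 5 SD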
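Assay system: MrgX1-expressing HEK293 cells / Amount: fifteen thousand cells per well / Doses: test compound in the initial addition of three / Timing: cells plated overnight, dye loaded 0.5 h 37 °C, 0.5 h room temperature / Technique: kinetic calcium dye fluorescence, Fluo-4 NW / Control set: positive and negative controls per plate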
MrgX1 allo act: allosterically activates human MrgX1 receptor signaling. Q96LB2. MrgX1-HEK293, Fluo-4 calcium flux, FDSS; hits give high values. B-score at 10 µM. actives 0.63% (n = 310,000);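 active = plate-corrected calcium response at least 3 library SD above typical, normal starting fluorescence, not activating the receptor alone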;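 note: compound read alongside a low EC10 to EC30 dose of BAM8-22 agonist; peak minus trough fluorescence over baseline measured at the second addition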
KCNK3 block: human KCNK3 channel inhibition, primary screen. CHO-KCNK3 thallium flux, FluxOR fluorescence; hits give low values. B-score at 10 µM. actives 0.84% (n = 340,000). AID 602410;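 active = B-score under library mean minus 4 SD, starting fluorescence ratio at most library mean plus 5 SD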;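 note: more negative B-score means stronger inhibition of thallium flux through KCNK3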
KCNK9 inh: human KCNK9 channel inhibition; Q9NPC2; HEK293 KCNK9, FluxOR thallium flux fluorescence; hits give low values; B-score at 10 µM; actives 1.2% (n = 310,000); AID 488922;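 active = ratio B-score over 3 SD below the library mean, with starting fluorescence within 5 SD of its mean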;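 note: negative B-score means less thallium flux so channel inhibition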
* marks the source's active call; other numbers are inactive results; i = inactive; . = no result given.

SMILES	KCNQ1 block	KCNQ1 act	KCNK9 inh	KCNK3 block	hERG protect	TMEM16A act	MrgX1 ag	RGS4 act	MrgX1 allo act	RGS4 inh	ANO1 block
O=C(NC(=S)Nc1ccc(S(=O)(=O)Nc2nccs2)cc1)c1ccc(F)cc1	i	i	i	i	-1.2	i	i	i	i	i	i
CNC(=O)c1ccc(Nc2nnc(-c3ccc(O)cc3)c3ccccc23)cc1	i	i	i	i	-17.1	i	i	i	i	i	i
CCOc1ccccc1NC(=O)c1cc(SC)ccc1Cl	i	i	i	i	3.7	i	i	i	i	i	i
COCCn1c(SCC(=O)N2CCOCC2)nc2c(c1=O)SCC2	i	i	i	i	-8.7	i	i	i	i	i	i
CCCCc1ccc(NC(=S)NCCN2CCOCC2)cc1	i	i	i	i	-2.1	i	i	i	i	i	i
C/C(N)=C(/C#N)C(=O)COC(=O)c1cc(-c2ccc(Br)cc2)nc2ccccc12	i	i	i	i	-6.3	i	i	i	i	i	i
O=C(NCCN1CCN(c2ccccc2F)CC1)C1CC(=O)N(C2CCCC2)C1 (centres undefined)	i	i	i	i	-3.8	i	i	i	i	i	i
O=c1[nH]c2ccccc2c(O)c1-[n+]1ccccc1	i	i	i	i	-9.0	i	i	i	i	i	i
CC1(c2ccccc2)CC(C)(C)N(C(=O)C2CCCO2)c2ccccc21 (centres undefined)	i	i	i	i	-4.3	i	i	i	i	i	i
COCCN(Cc1cc2ccc(C)c(C)c2nc1Cl)C(=O)N1CCOCC1	i	i	i	i	-6.8	i	i	i	i	i	i
CCC(C)(C)n1nnnc1C(c1ccc(OC)c(OC)c1)N1CCN(c2ccccc2)CC1 (centres undefined)	i	i	i	i	-12.9	i	i	i	i	i	i
O=C(Nc1nccs1)c1cc(S(=O)(=O)N2CCOCC2)ccc1Cl	i	i	i	i	3.1	i	i	i	i	i	i
CC1CCN(c2ccc(S(=O)(=O)Nc3cc(C(=O)O)cc(C(=O)O)c3)cc2[N+](=O)[O-])CC1	i	i	i	.	-5.0	.	i	i	i	i	i
Cc1cccc(C)c1Nc1nnc(SCc2nc3ccccc3c(=O)[nH]2)s1	i	i	i	i	-5.3	i	i	i	i	i	i
COC(=O)[C@@H]1C[C@@]2(O)[C@H](O)[C@H](O)[C@H](O)C[C@H]2N1CC1CC1	i	i	i	i	-3.1	i	i	i	i	i	i
Nc1nc(SCC(=O)Nc2ccc(Oc3ccccc3)cc2)n[nH]1	i	i	i	i	-1.3	i	i	i	i	i	i
O=C(Nc1ccccc1C(=O)O)c1cncc(Br)c1	i	i	i	i	6.6*	i	i	i	i	i	i
Cc1ncoc1C(=O)N1CCCC(C(=O)c2cccc(OC(C)C)c2)C1 (centres undefined)	i	i	i	i	-5.8	i	i	i	i	i	i
Cc1c(Nc2ncccc2C(=O)O)cccc1C(F)(F)F	i	i	i	i	-7.1	i	i	i	i	i	i
C=CCN(c1ccccc1)S(=O)(=O)c1cccc(C(=O)NC2CCN(Cc3ccccc3)CC2)c1	i	i	i	i	-15.3	i	i	i	i	i	i
CCOc1cc(C(=O)OCC(=O)c2c(N)n(C)c(=O)n(C)c2=O)cc(OCC)c1OCC	i	i	i	i	-11.0	i	i	i	i	i	i
CSc1ccccc1NC(=S)Nc1ccc(S(N)(=O)=O)cc1	i	i	i	i	-6.3	i	i	i	i	i	i
Cc1cc(N2CCN(C)CC2)nc2ccc(NC(=O)CCC(=O)NCCC(C)C)cc12	i	i	i	i	-9.8	i	i	i	i	i	i
O=C(Nc1nccs1)OCc1ccccc1	i	i	i	i	-2.9	i	i	i	i	i	i
Cc1ccc(O)c(C=Nc2ccc3[nH]ncc3c2)c1	i	i	i	i	-0.8	i	i	i	i	i	i
Cc1cccc(NC(=O)Cn2cc(C(=O)C3CC3)c3ccccc32)c1	i	i	i	i	-0.3	i	i	i	i	i	i
O=C1NC2=C(CCc3ccccc32)C(c2ccc(Br)cc2)N1 (centres undefined)	.	.	.	i	.	i	i	.	i	.	i
C/C(=C\c1ccc(F)cc1)C(=O)c1c(C)cc(C)[nH]c1=O	i	i	i	i	-5.9	i	.	i	.	i	.
Cc1cc(Oc2ccc(N)cn2)ccc1Cl	i	i	i	i	-3.1	i	i	i	i	i	i
Cc1onc(-c2ccccc2)c1C(=O)Nc1nnc(C(C)(C)C)s1	i	i	i	i	-9.2	i	i	i	i	i	i
Cc1ccc(-c2noc(CCC(N)=O)n2)cc1	i	i	i	i	-11.1	i	i	i	i	i	i
Cc1cccc(OCC(=O)Nc2ccc(N3CCN(C(=O)c4ccccc4)CC3)cc2)c1C	i	i	i	i	-7.3	i	i	i	i	i	i
N#Cc1c(NC(=O)/C=C/C(=O)O)sc2c1CCN(Cc1ccccc1)C2	6*	i	i	i	-12.3	i	i	i	i	i	i
COC(=O)COc1ccc(S(=O)(=O)N2CCN(c3ccccc3F)CC2)cc1C	i	i	i	i	-8.2	i	i	i	i	i	i
Cc1ccc(OCC(O)CNC(=O)c2ccccc2C(=O)O)cc1 (centres undefined)	i	i	i	i	-5.7	i	i	i	i	i	i
Cc1c(NC(=O)OCCNC(=O)COc2ccc(Cl)cc2Cl)sc(=S)n1C	i	i	i	i	-9.1	i	i	i	i	i	i
COC(=O)c1ccc(CN2CCN(C3CCCC3)C(CCO)C2)cc1 (centres undefined)	i	i	i	i	-4.4	i	i	-9.34*	i	i	i
O=C(NCc1ccco1)c1cc(-c2ccccc2)nc2ccccc12	i	i	i	i	-8.8	i	i	i	i	i	i
Cc1ccc(Nc2ncnc3sccc23)c(C)c1	i	i	i	i	-2.1	i	i	i	7.98*	i	i
O=C(N/N=C/c1cc(Br)cc(Br)c1O)c1ccncc1	i	i	i	.	-12.0	.	i	i	i	i	i
COCCNC(=O)CN(CCc1ccccc1)S(=O)(=O)c1ccc(Br)cc1	i	i	i	i	-4.7	i	i	i	i	i	i
CCN(CC)c1ccc(Nc2cc3n(c(=O)n2)CCc2cc(OC)c(OC)cc2-3)cc1	i	i	i	i	-8.1	i	i	i	i	i	i
Cc1ccccc1NC(=O)c1cnn(-c2ccccc2)c1NC(=O)c1ccco1	i	i	i	i	-6.2	i	i	i	i	i	i
Cc1ccccc1CC(=O)NCCN1CCCCC1	i	i	i	i	-4.2	i	i	i	i	i	i
O=C(Cn1ncc(N2CCOCC2)c(Cl)c1=O)c1ccc(Cl)cc1	i	i	i	i	-11.9	i	i	i	i	i	i
Cc1cc(C)nc(SCC(=O)Nc2ncc3c(n2)CCCC3=O)n1	i	i	i	i	-11.7	i	i	i	i	i	i
CCCCC1(CCCC)NC(=S)N(Nc2ccc(C)cc2)C1=O	i	i	i	i	-5.6	i	i	i	i	i	i
FC(F)(F)c1ccc(Cl)c(NC(=S)NC2CC2)c1	i	i	i	i	-6.2	i	i	i	i	i	i
C=CCOc1ccc(/C(CC)=N/O)c(OC)c1	i	i	i	i	-12.0	i	i	i	i	i	i
COCCNC(=O)/C(C#N)=C/c1cc(C)n(C2CCCCC2)c1C	i	i	i	i	-9.9	i	i	i	i	i	i
Cc1cc(C(=O)NC(=S)Nc2ccccc2N2CCOCC2)ccc1[N+](=O)[O-]	i	i	i	i	0.6	i	i	i	i	i	i
CC(C)(C)c1ccc(C(=O)Nc2ccc(C(=O)NCc3cccnc3)cc2)cc1	i	i	i	i	-5.0	i	i	i	i	i	i
O=C(NC1CCCCC1)N1CCc2ccccc2C1	i	i	i	i	-6.2	i	i	i	i	i	i
COc1ccc(CNC(=O)C/C(C)=N/NC(=O)Cc2ccc(OC)c(OC)c2)cc1	i	i	i	i	1.2	i	i	i	i	i	i
CC(=O)O[C@H]1CC[C@@]2(C)C(CCC3C2CC[C@]2(C)OC(=O)CCC32)C1 (some centres undefined)	i	i	i	i	-19.0	i	i	i	i	i	i
O=C(NCc1cccnc1)c1cccn2c(=O)c3sccc3nc12	i	i	i	i	-8.1	i	i	i	i	i	i
CCCc1cc(CNC(=O)C2CCC(=O)N(Cc3ccccc3F)C2)on1 (centres undefined)	i	i	i	i	-10.8	i	i	i	i	i	i
O=C(Nc1cccc(Cl)c1)OCc1ccccn1	i	i	i	i	-9.9	i	i	i	i	i	i
CCOc1ccc(S(=O)(=O)N2CCN(c3ccccn3)CC2)cc1	i	i	i	i	-5.8	i	i	i	i	i	i
Cc1ccc2c(c1)c1c(n2CC(O)CNC2CCCCC2)CCCC1 (centres undefined)	i	i	i	i	-17.4	i	i	i	i	i	i

Other compounds follow:
SMILES	KCNQ1 block	KCNQ1 act	KCNK9 inh	KCNK3 block	hERG protect	TMEM16A act	MrgX1 ag	RGS4 act	MrgX1 allo act	RGS4 inh	ANO1 block
CCc1c(C(=O)NCCc2cccc(C)c2)[nH]c(C)c1C(C)=O	i	i	i	i	-0.7	i	i	i	i	i	i
CCOc1ccc(CN(C)C(C)C(=O)NCCc2ccc(F)cc2)cc1 (centres undefined)	i	i	i	i	-13.9	i	i	i	i	i	i
CC(C)(C)c1ccc(C(=O)CSc2nc3ccccc3c(=O)[nH]2)cc1	i	i	i	i	-6.0	i	i	i	i	i	i
COC(=O)[C@H](CC(C)C)NC(=O)N1CCCCC1	i	i	i	i	-5.5	i	i	i	i	i	i
CCOC(=O)C1CCN(c2c(NCCCN(CC)c3ccccc3)c(=O)c2=O)CC1	i	i	i	i	-2.4	i	i	i	i	i	i
Cc1ccc(C)c(N2CCN(C(=O)Cc3c(C(=O)O)[nH]c4ccc(Cl)cc34)CC2)c1	i	i	i	i	-11.3	i	i	i	i	i	i
COc1cc2c(=O)n(Cc3ccccc3)c(=O)n(CC(=O)NCCc3ccccc3)c2cc1OC	i	i	i	i	-4.3	i	i	i	i	i	i
O=C(COc1ccccc1[N+](=O)[O-])N/N=C/c1ccc(OC(=O)c2ccco2)cc1	i	i	i	i	-3.0	i	i	i	i	i	i

Screening results as filed in PubChem.
